# From PubChem
# WT yeast gro inh: growth inhibition of WT yeast, mitochondrial fusion screen; mitochondrial fusion phenotypic screen, WT strain; inhibition, % at 10 µM; 190,000 compounds, 2.1% hits; in the data active = inhibition above about 58%; tested in S. cerevisiae
# Autophagy mod: modulators of autophagy; MEF GFP-LC3 puncta imaging; test concentration mostly 10 µM; calls only at 10 µM (by protocol); 190,000 compounds, 0.98% hits; AID 463193;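 active = percentage of spot-positive cells more than 3 SD above its plate mean, without a fluorescence outlier flag or 80% toxicity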;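 note: spot-positive cell cutoff set from DMSO-treated cells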
# Yfh1-off respiration: mitochondrial function rescue without frataxin homolog – Friedreich's ataxia, plus single-dose screen, dose response (AID 1465); S. cerevisiae Yfh1-off respiration, WST-1 reduction, 72 h; higher fold induction means a stronger effect; one-dose fold induction at 50 µM; EC50 in µM for titrated hits; 220,000 compounds, 0.074% hits;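 active = fold induction of absorbance versus untreated yeast above a set limit, then at least 30% activation at any dose in follow-up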;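 note: activators that raise dye reduction in frataxin-depleted yeast; strong numbers were not always called active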
# b-catenin transl: modulators of beta-catenin nuclear translocation | HeLa beta-catenin nuclear translocation, immunofluorescence imaging | nuclear translocation activity, % at 5 µM | 190,000 compounds, 0.3% hits | AID 1665;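 active = nuclear translocation activity above 50% at 5 µM, with a well cell count of 50 or more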;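 note: per-cell ratio of nuclear to cytoplasmic median beta-catenin stain intensity; plate controls were DMSO negative control for no effect and GSK-3 inhibitor IX positive control for full effect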
#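 Technique: fluorescence imaging of beta-catenin antibody stain plus DAPI / Material: human HeLa cell line / Incubation: compound treatment 24 h, 37°C, 5% CO2 / Read-out basis: % activation of per-cell nuclear versus cytoplasmic median beta-catenin signal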
# Insulin prom up: MIN6 insulin promoter up-regulation. 190,000 compounds, 0.3% hits. MIN6 insulin promoter-GFP reporter, high-content imaging; active compounds read high. z-score at 5 µM. AID 1625;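 active = z-score above 3 at 5 µM with at least 500 cells counted in the well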
# human PMI inhibition: inhibitors of human PMI, primary screen, biochemical, fluorescence intensity, coupled assay (AID 1209) | purified PMI enzyme, coupled fluorescence intensity; higher % means a stronger effect | one-dose inhibition, % at 20 µM; IC50 in µM for titrated hits | 190,000 compounds, 0.42% hits;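 note: plate controls were DMSO vehicle for no effect and wells lacking substrate for full effect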
# PMI inhibition: MPI inhibition at elevated mannose 6-phosphate – biochemical, fluorescence intensity, high mannose 6-phosphate, primary screen (AID 1220); one-dose inhibition, % at 20 µM; IC50 in µM for titrated hits; recombinant PMI enzyme, coupled fluorescence intensity; higher % means a stronger effect; 190,000 compounds, 0.66% hits
# MT stabilizer: stabilizes microtubules in HeLa cells | HeLa tubulin immunostaining HCS, 24 h; share of cells brighter than vehicle mean+2SD | % tubulin-high responders, % at 10 µM | 200,000 compounds, 0.83% hits;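 active = plate Z-score above 3 for both tubulin-high and condensed-nucleus cell shares, with cell loss under 80%, at 10 µM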;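 note: anti alpha tubulin signal scored within the nucleus-defined area of each cell; some results filed as inactive read as strong as hits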
# Dynein transport: blocks dynein driven cargo transport along microtubules; AID 1381; z-score, hits read low; 220,000 compounds, 0.47% hits; 3617.4 mouse cells, GR-EGFP nuclear translocation imaging; test concentration mostly 20 µM; stimulated with dexamethasone, 1 µM; active compounds read low;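 active = plate z-score of nuclear minus cytoplasmic receptor signal below a set negative limit, without overly bright fluorescence or cell loss, cut at about -3.5 in these data, passing the limit was not always enough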;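 note: z-score of nuclear minus cytoplasmic ring GR-EGFP intensity difference per well; some compounds called inactive have numbers as strong as hits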
#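 medium = tetracycline-free induction medium containing charcoal-stripped FBS | also added = 1.0 µM final dexamethasone stimulus | schedule = 48 h induction, 1 h compound, 30 min dex at 37 °C | technique = fixed, Hoechst-stained cells imaged at 10x for EGFP | measure = GR-EGFP nuclear translocation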
# WT yeast gro inh mutant strain: also measured in WT yeast gro inh; calls as there; inhibition, %; mitochondrial fusion phenotypic screen, mutant strain inhibition
# Dynein transport cytoplasmic EGFP: recorded beside Dynein transport, whose call it bears; z-score; measured here: cytoplasmic GR-EGFP intensity; active compounds read high
# Dynein transport nuclear GR-EGFP: also measured in Dynein transport; calls as there; z-score; measured here: nuclear GR-EGFP intensity;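 lower value marks the stronger effect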
# Dynein transport cell count: second read-out of Dynein transport, no call of its own (marks repeat the call); z-score; measured here: cell count per field
# Insulin prom up cell count: further read-out of Insulin prom up, marked with its call; cell count; measured here: cytotoxicity, nuclei count;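 total cells summed across four imaged fields per well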
# b-catenin transl cell count 5 µM: second read-out of b-catenin transl, no call of its own (marks repeat the call); cell count; measured here: cell count, cytotoxicity flag
# MT stabilizer Hoechst-high %: second read-out of MT stabilizer, no call of its own (marks repeat the call); % Hoechst-high responders; measured here: nuclear condensation Hoechst responders;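 share of cells brighter than vehicle mean plus two SD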
# MT stabilizer cytotoxicity %: further read-out of MT stabilizer, marked with its call; toxicity, %; measured here: cytotoxicity by cell density;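 0% = mean cell density of plate MIN control wells and 100% = no cells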
# Autophagy mod cell loss 18 h: recorded beside Autophagy mod, whose call it bears; toxicity, %; measured here: cell loss, nuclei count;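 cell loss after 18 h compound exposure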
# * marks the source's active call; other numbers are inactive results; i = inactive; . = no result given. Cut-off read from the data, not from the text of the source, unless noted: active = inhibition above about 50%; inactive = the rest.
# Below each compound: WT yeast gro inh, WT yeast gro inh mutant strain, Autophagy mod, Autophagy mod cell loss 18 h, Yfh1-off respiration, b-catenin transl, b-catenin transl cell count 5 µM, Insulin prom up, Insulin prom up cell count, human PMI inhibition, PMI inhibition, MT stabilizer, MT stabilizer Hoechst-high %, MT stabilizer cytotoxicity %, Dynein transport, Dynein transport cytoplasmic EGFP, Dynein transport nuclear GR-EGFP, Dynein transport cell count
- COc1ccc(NC(=O)CSc2ccc3nnc(-c4cccnc4)n3n2)c(OC)c1
  5.2, 5.3, i, 11.3, i, -2.1, 1056, 0.97, 1158, 8.3%, 17.9%, 1.9, 2.2, 6.8, -0.827, -0.244, -0.301, 0.19
- CC(C)N1CCN(Cc2nc3ccccc3s2)CC1CCO (stereo unspecified)
  1.1, 4.5, i, 9.9, i, -0.6, 1573, ., ., ., ., 0.5, 1.4, 3.8, -0.293, -0.262, 0.142, 0.292
- Cc1ccc(-c2nc(N)n(C(=O)c3ccco3)n2)cc1
  -8.6, -16.3, i, -2.8, i, 0.1, 1061, ., ., -7.3%, -7.9%, 1.3, 1.7, 3.9, -0.618, -0.302, -0.248, -0.00288
- Cc1cccc(N2CCN(C(=O)CCc3nc4ccccc4[nH]3)CC2C)c1 (stereo unspecified)
  18.6, 19.6, i, -10.8, i, ., ., 0.24, 988, 7.9%, 8.5%, 3.0, 3.8, 6.3, -1.4, -0.275, -0.814, 0.882
- CCN(C(=O)c1sc(N)c(C#N)c1C)C1CCCCC1
  5.0, -4.6, i, 15.9, i, -2.9, 930, ., ., 5.9%, 8.0%, 2.0, 2.2, 7.8, -0.624, -0.198, 0.0414, 0.0572
- O=C(CNC(=O)c1ccccc1)NCCO
  11.6, 9.4, i, 13.4, i, -1.0, 1052, -0.2, 1297, -0.2%, -4.2%, 1.9, 1.9, 3.7, 0.858, -0.226, 0.0726, 0.0805
- Cn1c(=O)[nH]c(=O)c2c1nc(NCc1ccccc1)n2CC(O)c1ccccc1 (stereo unspecified)
  3.5, 13.6, i, 15.6, i, -2.1, 1368, -0.69, 1338, -0.4%, -3.1%, 3.2, 2.5, 9.5, 0.113, -0.342, -0.0995, 0.95
- CC1(C)OC(c2ccccc2)=C/C(=C/C=Nc2ccccc2)O1
  17.9, 5.6, i, -5.7, i, -2.2, 1229, ., ., -40.9%, -22.3%, 5.0, 2.6, 3.5, -1.53, -0.156, -0.543, -0.127
- N#Cc1cnc(SCC(=O)c2ccccc2)nc1N
  4.8, 15.3, i, -2.0, i, -1.4, 1098, -0.36, 1233, -14.3%, -16.8%, 2.0, 0.4, 23.3, 1.86, -0.226, 1.1, -1.06
- CN1/C(=C/C(=S)NC(=O)C2CCC2)C(C)(C)c2ccccc21
  25.3, 41.0, i, 1.5, i, -4.4, 1150, 0.49, 1184, 5.5%, 1.3%, 3.2, 2.5, 5.9, -0.123, -0.109, -0.0348, -0.746
- COc1cccc(-c2nc(-c3ccccc3)[nH]c(=O)c2C#N)c1
  -6.8, -33.7, i, -30.7, ., 0.0, 1297, -0.06, 1620, 4.2%, -0.2%, 2.8, 1.8, 6.0, 0.334, -0.14, 0.892, 0.739
- COC(=O)C1=C(C)N(c2ccc(Br)cc2)C(=O)/C1=C\c1ccco1
  13.1, 8.5, i, 6.8, i, -3.5, 955, -0.21, 1193, -3.8%, -20.6%, 4.9, 1.4, 6.2, 0.344, -0.169, 0.271, 0.26
- O=C(O)CCCCn1c(SCc2ccccc2Cl)nc2ccsc2c1=O
  -32.2, 5.7, i, -4.2, i, 1.1, 1089, -0.03, 1133, -5.6%, -9.8%, 4.7, 5.0, 3.9, 1.26, 0.566, 0.12, -2.06
- COC(=O)c1sc(NC(=O)/C=C/c2ccc(C)cc2)nc1C
  -2.1, -5.7, i, -5.7, i, 0.5, 932, -0.01, 1344, -4.5%, -5.7%, 2.4, 2.9, 5.4, -0.531, -0.284, -0.629, 0.946
- O=C(c1ccc(Br)cc1)N(Cc1nc2ccccc2c(=O)[nH]1)C1CCCC1
  42.1, 7.3, i, 8.7, i, 1.0, 1053, -0.27, 1416, 7.2%, 12.9%, 1.6, 1.7, 7.3, -0.414, -0.271, 0.222, 0.0582
- O=C(Cc1ccc(Br)cc1)OCC(=O)N1CCc2ccccc2C1
  7.3, 0.4, i, 1.6, i, -1.6, 1088, 0.64, 1422, 11.9%, 8.8%, 6.5, 1.7, 10.3, -0.226, -0.239, -0.0318, 0.144
- O=C(CSc1ccccn1)Nc1ccc(F)c([N+](=O)[O-])c1
  -2.4, -9.5, i, 19.4, i, -2.1, 1081, -0.85, 1604, 10.6%, 5.7%, 3.4, 1.6, 6.6, -0.14, -0.275, -0.025, 0.182
- CCC(NC(=S)Nc1ccccc1)C(=O)O (stereo unspecified)
  -14.0, 8.6, i, -2.1, i, -1.7, 1173, -0.73, 1427, 0.7%, -8.4%, 2.6, 2.0, 0.8, -0.494, -0.274, -0.116, 1.07
- COc1cccc(CC(NC(C)=O)C(=O)NC2CCN(S(=O)(=O)c3cccc4ccccc34)CC2)c1 (stereo unspecified)
  0.4, -3.2, i, 0.3, i, ., ., ., ., -2.9%, -7.0%, 1.7, 1.1, 1.8, -1.07, 0.253, -0.624, 0.574
- CCOC(=O)C1C(=O)OC2(CCCC2)C1C(=O)OCC (stereo unspecified)
  9.6, 6.1, i, -2.8, i, 0.3, 1204, -0.5, 1300, 0.1%, -3.0%, 3.4, 3.3, 6.3, -0.0321, 1.39, 0.319, 0.658
- NC(=O)c1ccsc1NC(=O)c1cccs1
  15.0, 9.0, i, 10.7, i, ., ., ., ., ., ., 4.7, 2.9, 0.8, -0.904, -0.248, -0.41, 0.464
- CC(C)c1nc(NCCN2CCOCC2)c(C#N)c2c1COC(C)(C)C2
  6.0, 2.7, i, 4.1, i, 2.2, 1136, -1.19, 1278, 3.0%, 7.2%, 5.3, 2.0, 6.7, -0.26, -0.441, -0.0983, 1.25
- O=C(NCCN1CCOCC1)c1cc2n(n1)C(C(F)(F)F)CC(c1ccc(F)cc1)N2 (stereo unspecified)
  -24.1, 4.0, i, 6.7, i, -9.4, 885, 0.24, 965, -12.1%, -10.6%, 3.8, 3.6, 0.3, -0.475, -0.416, -0.631, 0.547
- O=C(O)C1CCCCC1C(=O)N1CC=C(c2ccccc2)CC1 (stereo unspecified)
  -4.2, 11.1, i, 8.2, i, -2.5, 550, ., ., -1.3%, 7.1%, 3.2, 1.2, 8.9, -0.322, -0.198, 0.428, 0.626
- Cc1cc(C)nc(Sc2ccc(C=O)cc2[N+](=O)[O-])n1
  2.3, 1.6, i, 6.7, i, 0.1, 1531, -0.3, 1521, 12.8%, 33.8%, 1.7, 1.3, 10.9, 0.217, -0.221, 0.108, 0.594
- O=C(O)CC/C(=N\NC(=O)c1ccc(F)cc1)c1ccc(Br)cc1
  -0.5, 7.1, i, 7.1, i, -1.5, 1026, -1.17, 1302, -15.6%, -12.0%, 4.0, 1.1, 7.5, 0.937, -0.228, 0.364, -1.03
- O=C(NCc1ccco1)C1CCN(c2ccc(S(=O)(=O)N3CCOCC3)cc2[N+](=O)[O-])CC1
  -11.2, 2.1, i, -2.5, i, -0.6, 1121, 0.33, 1118, 6.2%, 1.6%, 3.9, 5.7, 6.0, 0.385, -0.323, 0.672, -0.138
- Cc1ccc(CSc2nnc(-c3cccnc3)n2N)cc1
  3.2, -7.7, i, 0.6, i, 0.1, 1358, -0.43, 1412, -2.4%, 0.1%, 3.0, 1.2, 0.6, -1.19, -0.243, -1.35, 0.187
- CCCCC(=O)NC(=S)Nc1ccccc1N1CCCCC1
  65.4*, 13.2*, i, 23.0, i, -4.9, 557, 0.61, 1423, 13.4%, 6.4%, 1.9, 2.5, 8.4, -0.487, -0.285, -0.598, 0.897
- O=C(NCc1cccnc1)C1CCCN(S(=O)(=O)c2cccc3nsnc23)C1 (stereo unspecified)
  -6.2, -5.1, i, 31.2, i, -2.3, 577, -0.08, 1318, -3.3%, -2.9%, 4.4, 3.4, 8.0, 0.0669, -0.278, 0.647, 0.777
- c1ccc(-c2cc(N3CCOCC3)nc(-c3ccccc3)n2)cc1
  -7.0, -22.2, i, -4.3, i, 0.9, 792, 0.36, 1195, 0.8%, 2.2%, 4.6, 3.1, 10.8, 0.78, -0.0939, 1.11, -1.82
- O=C(NCCCCNC(=O)c1ccccn1)c1ccccn1
  -2.6, -10.3, i, 3.1, i, -1.7, 1135, -0.3, 1521, 10.1%, 5.6%, 2.3, 1.3, 3.0, 0.185, -0.352, 0.438, 0.231
- COc1ccc(N(CC(=O)NC2CCCC2)C(=O)Cn2nnc(-c3ccc(C)cc3)n2)cc1OC
  -16.7, -14.6, i, 0.1, i, -2.3, 972, 0.31, 1364, 1.3%, 5.7%, 2.5, 1.5, 10.3, 0.593, -0.192, 0.4, -0.45
- O=c1c(Cc2ccc(F)cc2)c(O)ccn1CCCn1ccnc1
  5.6, 16.7, i, -0.8, i, -2.6, 945, 0.76, 1854, 3.0%, 5.2%, 1.5, 2.1, 6.1, 0.859, 0.0236, 1.23, -1.74
- COc1cc(NC(=O)c2cccs2)c(C(=O)OCC(=O)NC(C)c2ccccc2)cc1OC (stereo unspecified)
  16.4, 20.2, i, -9.6, i, -0.4, 1237, -0.96, 925, 5.8%, 2.3%, 2.4, 1.7, 10.8, 0.272, 1.41, 0.682, -0.531
- O=C(NN=C1CCCCCC1)c1cc(-c2ccccc2)nc2ccccc12
  26.1, 20.5, i, 29.0, i, 8.9, 1278, -1.01, 1650, -1.2%, -2.7%, 3.7, 2.5, 6.3, 0.776, -0.202, 0.741, -0.0485
- Cc1ccc(-c2csc(NC(=O)C[n+]3cc(-c4ccc(C)cc4)n4c3CCC4)n2)cc1
  ., ., ., ., i, -0.7, 1293, -0.12, 991, ., ., ., ., ., -0.124, -0.239, -0.0925, 0.38
- CCOc1cc(C=O)ccc1OCc1cc(=O)n2cc(C)ccc2n1
  -0.7, -2.5, i, 14.8, i, -0.2, 1137, -0.12, 1292, -6.3%, 1.1%, 3.0, 1.7, 3.6, -0.437, 0.393, 0.0227, 0.871
